# Source: PubChem BioAssay
# SUMO1-SIM PPI: modulators of SUMO1 protein-protein interactions, primary screen, biochemical, uHTS; actives 0.33% (n = 360,000); AID 602429, 2012; inhibition, % at 20 µM; SUMO1 binding to a labelled peptide, TR-FRET, 1 h; in the data active = inhibition above about 37%
# Target sequence (P63165 whole entry, looked up): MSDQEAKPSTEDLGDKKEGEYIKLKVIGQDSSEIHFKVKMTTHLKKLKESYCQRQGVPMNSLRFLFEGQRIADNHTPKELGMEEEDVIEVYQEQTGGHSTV
# Neddylation inh: inhibitors of cullin neddylation, primary screen, biochemical, TR-FRET, uHTS, NAE and Ubc12. calls only at 25 µM. actives 0.58% (n = 360,000); in the data active = inhibition above about 36%
# CendR NRP1 mod: modulators of CendR peptide binding to NRP-1, primary screen, biochemical, fluorescence polarization, uHTS. FAM-RPARPAR peptide binding to NRP-1. inhibition, % at 25 µM. actives 0.85% (n = 360,000). AID 602438, 2012;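 active = inhibition or corrected inhibition above about 18%, plus a signal ratio from 0.5 to 1.5, limit read from the data, passing the limit was not always enough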; note: strong numbers were not always called active
# Target sequence (O14786 whole entry, looked up): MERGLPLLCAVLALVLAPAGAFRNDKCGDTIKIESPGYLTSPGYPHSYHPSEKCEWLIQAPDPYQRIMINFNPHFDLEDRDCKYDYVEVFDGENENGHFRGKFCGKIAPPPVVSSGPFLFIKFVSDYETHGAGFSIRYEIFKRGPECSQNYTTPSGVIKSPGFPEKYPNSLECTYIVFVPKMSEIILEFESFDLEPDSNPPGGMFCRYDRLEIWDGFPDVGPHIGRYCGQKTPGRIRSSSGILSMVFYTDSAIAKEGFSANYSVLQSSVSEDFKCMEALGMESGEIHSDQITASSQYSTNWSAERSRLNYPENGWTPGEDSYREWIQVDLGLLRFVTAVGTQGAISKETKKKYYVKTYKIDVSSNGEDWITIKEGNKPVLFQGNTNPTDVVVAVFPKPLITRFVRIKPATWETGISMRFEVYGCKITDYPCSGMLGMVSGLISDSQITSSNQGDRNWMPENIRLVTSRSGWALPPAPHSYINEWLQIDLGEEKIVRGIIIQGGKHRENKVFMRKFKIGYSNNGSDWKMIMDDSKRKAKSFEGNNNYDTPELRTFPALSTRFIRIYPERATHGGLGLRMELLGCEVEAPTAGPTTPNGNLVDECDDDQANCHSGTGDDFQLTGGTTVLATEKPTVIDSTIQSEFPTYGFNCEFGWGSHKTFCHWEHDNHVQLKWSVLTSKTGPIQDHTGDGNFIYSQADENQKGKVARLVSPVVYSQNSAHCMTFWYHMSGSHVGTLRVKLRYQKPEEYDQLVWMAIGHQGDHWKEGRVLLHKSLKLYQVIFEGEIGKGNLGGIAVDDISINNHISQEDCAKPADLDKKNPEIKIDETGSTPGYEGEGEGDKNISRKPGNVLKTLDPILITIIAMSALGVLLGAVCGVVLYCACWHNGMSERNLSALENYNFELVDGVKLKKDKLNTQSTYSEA
# STEP inh: STEP phosphatase inhibitors, primary screen, biochemical, fluorescence intensity, uHTS | Tyrosine-protein phosphatase non-receptor type 5 (Homo sapiens), P54829 | inhibition, % at 20 µM | actives 0.25% (n = 360,000) | recombinant STEP, OMFP fluorogenic substrate;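 active = inhibition at 20 µM, scaled per plate between control wells, above about 37%, limit read from the data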;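 note: 0% = DMSO with enzyme and substrate and 100% = substrate only without enzyme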
#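 Also added – OMFP at 25 µM · Test system – STEP tyrosine phosphatase · Technique – FITC-channel fluorescence of OMFP product · Schedule – 20 min at room temperature, dark · Evaluation – control-normalized % inhibition with plate pattern correction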
# DNMT1 block: human DNMT1 methyltransferase inhibitors, primary screen, biochemical, molecular beacon, fluorescence, HinP1I cleavage, uHTS | DNA (cytosine-5)-methyltransferase 1 (Homo sapiens), P26358 | inhibition (reported as % activation of signal), % at 10 µM | actives 0.83% (n = 360,000); in the data active = inhibition above about 50%
# Scp-1 inhibitor: Scp-1 phosphatase inhibitors, primary screen, biochemical, colorimetric, uHTS; Recombinant Scp1, phosphopeptide, malachite green phosphate absorbance; inhibition, % at 20 µM; Carboxy-terminal domain RNA polymerase II polypeptide A small phosphatase 1 (Homo …; AID 493091, 2011; actives 0.88% (n = 340,000);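 active = inhibition above about 50% at 20 µM, limit read from the data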;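 note: plate controls were DMSO wells with enzyme for no effect and wells lacking enzyme for full effect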
#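 Times: enzyme reaction 45 min at room temperature, colour 5 min, stabilisation 30 min. Material: SCP-1 catalytic fragment, aa 76-261. Medium: Acidic Tris acetate buffer with magnesium and detergent. Signal: colorimetric free-phosphate detection, absorbance 630 nm. Read-out basis: % inhibition of SCP-1 phosphate liberation. Reagent: Phosphorylated 17-residue peptide substrate.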
# NadD inh: inhibitors of S. aureus NadD, primary screen, biochemical, colorimetric, uHTS | actives 0.78% (n = 360,000) | Nicotinate-nucleotide adenylyltransferase NadD (Staphylococcus aureus N315) | purified NadD enzyme, colorimetric absorbance read-out | AID 602399, 2012 | inhibition, % at 20 µM; in the data active = inhibition above about 26%; note: some compounds past the cut are filed as inactive
# SKN-1 inh: suppressors of acrylamide-induced Pgst-4::GFP reporter in worms, primary screen, SKN-1 inhibitor project, whole organism, uHTS, GFP/RFP fluorescence ratio, strain VP596 | inhibition, % at 21.8 µM | AID 624304, 2012 | actives 0.49% (n = 360,000) | C. elegans VP596 Pgst-4::GFP/RFP ratio, 24 h;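 active = interference check ratio from 0.5 to 1.5 plus GFP to RFP signal ratio inhibition reaching or exceeding a fixed threshold, cut at about 30% in these data, passing the limit was not always enough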; note: some compounds called inactive have numbers as strong as hits
# Tb MetRS inh: T. brucei MetRS inhibitors, primary screen, biochemical, luminescence; methionyl-tRNA synthetase (Trypanosoma brucei brucei); purified T. brucei MetRS, ATP depletion, Kinase-Glo luminescence; inhibition, % at 11.9 µM; actives 0.4% (n = 360,000); AID 624268, 2012;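 active = inhibition above a per-plate cutoff of the control wells' mean inhibition plus 3 SD, cut at about 5.5% in these data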;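 note: 0% = DMSO wells median and 100% = median of wells with control inhibitor compound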
#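 System: purified T. brucei MetRS enzyme / Detection: Kinase-Glo luciferase luminescence reporting remaining unconsumed ATP / Medium: HEPES buffer with MgCl2, KCl, DTT, spermine, BSA, pyrophosphatase / Replication: singlicate, one well per compound / Evaluation: percent inhibition relative to median high and low control wells / Schedule: 2 h aminoacylation at 25 °C after 15 min preincubation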
# LMPTP inh: LMPTP phosphatase inhibitors, primary screen, biochemical, fluorescence intensity, uHTS; recombinant LMPTP-A, OMFP fluorogenic substrate; inhibition, % at 20 µM; actives 0.22% (n = 360,000);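 active = compounds that cut the enzyme signal by at least half of the control window in the single-dose screen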;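 note: plate controls were DMSO wells with enzyme plus substrate for no effect and substrate without enzyme for full effect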
#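 Assay system: LMPTP-A, protein tyrosine phosphatase of low molecular weight / Medium: pH 6.0 Bis-Tris buffer with DTT and Triton X-100 / Schedule: 50 min enzyme reaction at room temperature, protected from light / Measured by: endpoint fluorescence intensity from OMFP dephosphorylation / Read-out basis: % inhibition relative to no-enzyme and uninhibited control wells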
# The depositor's hits bear a star; i = inactive; nt = no result given.
# Each structure is followed by: SKN-1 inh, Scp-1 inhibitor, Tb MetRS inh, NadD inh, Neddylation inh, STEP inh, SUMO1-SIM PPI, DNMT1 block, CendR NRP1 mod, LMPTP inh
O=S(=O)(c1ccccc1)c1nc(-c2ccccc2)oc1NCCCN1CCOCC1
→ 9, -10, 0.3, -2, i, -5, 1, -3, 29*, -1.9
C/C(=N\NC(=O)c1ccc(Cn2cc(Br)cn2)o1)c1cccc(NC(=O)C(C)(C)C)c1
→ -4, 0, -0.6, 1, i, 0, 1, 0, -1, -1.3
Nc1nc2c(ncn2COC(CO)CO)c(=O)[nH]1
→ 5, -12, -0.9, 2, i, 1, 5, 4, -15, 0.1
COc1ccc(CCNC(=O)c2cc(C)oc2C)cc1OC
→ 8, 17, 0.3, 2, i, 0, 2, 1, -10, -1.1
O=C(/C=N/O)NCc1cccnc1
→ -5, -9, -0.3, 0, i, 7, 2, 8, 8, -1.1
Cc1ccc2cc(CN(CCCN3CCOCC3)C(=O)NC3CCCCC3)c(=O)[nH]c2c1C
→ 12, -6, -1.0, -2, i, 1, 4, -1, 12, 0.6
Cc1ccc(NC(=O)CSc2nnc(C)n2C2CC2)cc1S(=O)(=O)N1CCOCC1
→ 12, -2, -0.6, 4, i, -4, 2, 1, 6, -0.6
CCCCCCn1c(CN2CCC(C)CC2)nc2c1c(=O)n(C)c(=O)n2C
→ 0, -8, -0.8, 3, i, 2, -1, 0, 5, -0.2
c1ccc(-c2ccc3c(c2)NCCN3)cc1
→ -10, 5, -0.4, 2, nt, -1, -8, -8, 0, -2.0
COc1ccc(-c2cnc(N)nc2-c2ccc(OC)cc2O)cc1
→ -13, 3, -0.1, -1, i, 1, 3, -13, 16, 1.9
CC(=O)c1c(C)nc(-c2ccc(OCC(=O)Nc3cccc(C)c3C)cc2)n1O
→ 10, -3, -0.2, 14, i, 0, 1, -2, -5, -0.2
O=C(NCCCN1CCOCC1)C(=O)NCC1OCCN1S(=O)(=O)c1cc(F)ccc1F (stereo unspecified)
→ 0, -5, -0.3, -7, i, -2, -12, 1, -6, -4.1
CCOC(=O)N1CCN(C(=O)c2ccc3c(c2)N(Cc2ccc(C)cc2)CCS3)CC1
→ -16, 2, -1.4, 5, i, -2, -3, 0, 4, 1.3
CC(O)CNC(=O)C1CCN(Cc2ccc(OCc3ccccc3)cc2)CC1 (stereo unspecified)
→ 12, 0, -0.5, -4, i, -1, 3, -1, -3, -0.7
CCCC(C)NC(=O)COC(=O)c1cccc(NS(C)(=O)=O)c1 (stereo unspecified)
→ 4, -5, -0.2, -8, i, -2, -2, 1, -10, -1.6
CCOc1ccc(-n2c(C)c(C(=O)O)c3cc(OC)ccc32)cc1
→ -5, 6, 1.0, -20, i, 0, 6, 0, 4, -2.0
Cc1ccc(-c2cc(C(F)F)n3ncc(C(=O)N4CCCc5ccccc54)c3n2)cc1
→ 20, -9, 0.2, -4, i, 3, 0, -4, 1, 0.7
O=C(NCCNS(=O)(=O)c1ccccc1)c1ccc([N+](=O)[O-])cc1
→ 18, 4, -0.6, 2, i, 1, -33, 0, -4, -0.8
COc1ccc(C(C#N)=Cc2ccc(NC(C)=O)cc2)cc1
→ 22, -2, 0.0, -2, i, -4, -23, 4, 2, 0.2
COc1ccc(OCC(=O)Nc2c(C)ccc3nsnc23)cc1
→ 13, -2, -0.1, -13, i, -1, -25, 1, 10, -0.8
COc1ccc(CNC(=O)CCCn2c(=S)[nH]c3cc4c(cc3c2=O)OCO4)cc1
→ 14, -5, 0.0, 2, i, 8, -29, 2, 9, 0.2
Cc1nc2ccccn2c1-c1csc(NCc2ccco2)n1
→ 6, -5, -0.3, 2, i, -4, -1, -10, 0, 3.5
CCCCC[C@@H]1C=C(C(=O)OCC)[C@H](c2ccccc2)N1S(=O)(=O)c1ccc(C)cc1
→ 8, nt, 0.1, 8, i, 4, 2, 10, -4, 3.2
COc1cc(OC)c(OC)cc1CNCCNC(=O)c1nonc1N
→ -20, -5, -0.2, 0, i, -5, -4, 1, -57, -3.5
CCCNC(=O)Nc1ccc(NC(C)=O)cc1
→ 5, 1, -0.8, -2, i, 0, 0, -1, 3, -0.2
CCC(C)NC(=O)C1CCN(S(=O)(=O)c2cccs2)CC1 (stereo unspecified)
→ -21, -3, -0.5, -6, i, -1, 1, 0, 18, -1.0
Cc1ccc2c(c1)CCCN2C(=O)c1cccs1
→ 8, -6, -0.6, -3, i, -1, 3, 0, 0, -0.3
Cc1ccc(C(=O)C(C)[n+]2cccc(C(N)=O)c2)cc1 (stereo unspecified)
→ 1, -6, -0.8, -9, i, -4, 2, 0, 0, -1.1
COc1cc(/C=N/N2C(=O)CSC2=S)ccc1O
→ 15, -12, 0.1, 0, i, -2, -16, -4, -78, 1.1
COc1ccc(NC(=O)CSc2nc3sc(C)c(C)c3c(=O)n2Cc2ccco2)cc1
→ -1, -8, 0.1, 8, i, 2, -2, 16, 10, 1.0
COc1ccc(CCC(=O)Nc2ccc(N3CCOCC3)cc2)cc1
→ 20, -7, -0.7, 10, i, 0, -2, 2, 8, -2.8
CCN(CC)C(=O)[C@H]1C[C@H](CC(=O)NCCN2CCOCC2)C(=O)N2CCc3c([nH]c4cc(-c5ccco5)ccc34)[C@]12C
→ 12, 1, 0.1, 0, nt, -1, -4, -4, -9, -2.2
Cc1ccccc1OCC(=O)N1N=C(c2cccnc2)CC1(O)C(F)(F)F (stereo unspecified)
→ 3, -1, -0.2, 1, i, -1, 1, -2, -10, -1.4
CCN1CCN(c2ccc(NC(=O)CCc3c(C)nc4c(-c5ccc(F)cc5)c(C)nn4c3C)cc2)CC1
→ 9, -6, -0.9, 3, i, 3, 2, -12, 1, -8.1
c1ccc(CSc2nnc3ccc(-c4cccs4)nn23)nc1
→ 0, -12, -0.6, 5, i, -2, -7, -1, 3, 0.2
Cc1cccc(OCCC(=O)Nc2ccc(F)c(Cl)c2)c1
→ 3, -5, -1.0, -3, i, -5, 2, 4, 8, 0.2
CC(=O)N1CCN(S(=O)(=O)c2cccc(C(=O)Nc3cc(C(F)(F)F)ccc3N3CCOCC3)c2)CC1
→ 12, 0, -0.1, -8, i, 0, 4, 0, 3, 0.6
Cc1cccc(CCNC(=O)c2cccc3c2C(=O)N(C2CCCCC2)C3)c1
→ -1, 10, -0.3, 0, i, 3, 0, 6, 7, 7.5
CSc1ccccc1-c1nc(-c2ccncc2)no1
→ 12, -9, -1.0, -8, i, -1, 7, -5, -7, 0.6
CCOc1ccc2oc(C(=O)Nc3cc(C)ccn3)c(C)c2c1
→ 11, -2, -0.6, 3, i, -1, -12, -3, 6, 2.9

# Some of the entries so far, as tab-separated lines:
smiles	SKN-1 inh	Scp-1 inhibitor	Tb MetRS inh	NadD inh	Neddylation inh	STEP inh	SUMO1-SIM PPI	DNMT1 block	CendR NRP1 mod	LMPTP inh
Cc1ccccc1OCC(=O)N1N=C(c2cccnc2)CC1(O)C(F)(F)F (stereo unspecified)	3	-1	-0.2	1	i	-1	1	-2	-10	-1.4
CCN1CCN(c2ccc(NC(=O)CCc3c(C)nc4c(-c5ccc(F)cc5)c(C)nn4c3C)cc2)CC1	9	-6	-0.9	3	i	3	2	-12	1	-8.1
c1ccc(CSc2nnc3ccc(-c4cccs4)nn23)nc1	0	-12	-0.6	5	i	-2	-7	-1	3	0.2

# Additional structures follow:
# Each structure is followed by: SKN-1 inh, Scp-1 inhibitor, Tb MetRS inh, NadD inh, Neddylation inh, STEP inh, SUMO1-SIM PPI, DNMT1 block, CendR NRP1 mod, LMPTP inh
COc1ccc(-c2csc(NC(=O)CC(NC(C)=O)c3ccccc3)n2)cc1OC (stereo unspecified)
→ -14, 0, -0.1, -11, i, -1, 8, -2, 0, 0.3
COc1c(C)cc(C(O)c2ncc(-c3cccc4ccccc34)[nH]2)cc1C (stereo unspecified)
→ 11, nt, -0.1, 6, i, 2, -7, -1, 4, 1.3
c1csc(CNc2nc(Oc3ccncc3)c3sccc3n2)c1
→ 13, nt, 0.1, 3, nt, 1, 2, -1, 3, 0.0
CCOC(=O)C1=C[C@@H](C(C)(C)C)N(S(=O)(=O)c2ccc(C)cc2)[C@H]1c1cccc(Cl)c1
→ 20, nt, -0.1, -8, i, 4, -2, 7, 10, 2.0
CN(C)CCOC(C1CCCCC1)C1CCCCC1
→ 2, -3, -0.9, -7, i, 2, 1, 3, -2, -2.1
O=C(COc1coc(CN2CCN(c3ccccc3)CC2)cc1=O)NCC1CCCO1 (stereo unspecified)
→ 19, 1, -0.4, 4, i, 0, 2, 1, -6, -0.4
CCN1C(=O)[C@H]2[C@@H](c3ccc(C)cc3)N3C(=O)N(c4cccc(F)c4)C(=O)[C@@]3(C)[C@H]2C1=O
→ 2, -1, -0.2, -1, i, -5, 1, 0, 0, -0.5
O=C(O)c1cccnc1Nc1ccc(Cl)cc1
→ 7, -6, -1.3, -10, i, 3, 3, -4, -1, -1.2
COc1ccc(C2(O)CCN(CC(=O)Nc3nc(-c4ccccc4)cs3)CC2)cc1
→ -10, -2, -0.5, -4, i, -1, 1, -10, -3, 0.9
O=C(c1cc(Cl)c(=O)n(Cc2ccccc2)c1)N1CCOCC1
→ -15, -6, -0.2, 0, i, 1, -2, 1, 7, -1.7
c1csc(CCNc2ncnc3sc4c(c23)CCC4)c1
→ 13, -6, -0.1, 0, i, 3, 9, -4, -9, 2.0
CC(=O)Nc1cccc(C(=O)OCC(=O)Nc2nnc(-c3ccccc3)o2)c1
→ 24, 1, -0.5, 3, i, 0, 6, 1, -13, -0.5
Cc1ccc(NC(=O)CN2C(=O)NC3(CCCC3)C2=O)cc1S(=O)(=O)N1CCCCC1
→ -3, -3, 0.1, -8, i, 1, 11, 0, 4, 0.7
CC(=O)c1sc(NC(=O)C2CSC3(C)CCC(=O)N23)nc1-c1ccccc1 (stereo unspecified)
→ -14, -6, -0.4, -1, i, 0, -18, 2, -2, -1.2
Cc1ccc(/C=N/Nc2cccc(C(=O)O)c2)s1
→ 4, 3, -0.3, -2, i, -1, 3, 3, -18, -0.6
CCC1C(=O)N=C(SCC(=O)Nc2ccc(C)cc2)N(c2ccccc2)C1=O (stereo unspecified)
→ 8, 1, 0.4, -1, i, -1, 2, 4, -11, 0.1
